NadD inh – NadD (S. aureus) enzyme inhibition. AID 602399. inhibition, % at 20 µM. hit rate 0.78% among 360,000. purified NadD enzyme, colorimetric absorbance read-out; in the data active = inhibition above about 26%; note: some compounds past the cut are filed as inactive
Rin1 Abl inh – human Rin1-Abl interaction inhibition; hit rate 0.4% among 360,000; inhibition, % at 7.35 µM; P00519+Q13671; TR-FRET Rin1/Abl binding, biochemical; AID 588664; in the data active = inhibition above about 5%, passing the limit was not always enough
Target sequence (P00519 whole entry, looked up): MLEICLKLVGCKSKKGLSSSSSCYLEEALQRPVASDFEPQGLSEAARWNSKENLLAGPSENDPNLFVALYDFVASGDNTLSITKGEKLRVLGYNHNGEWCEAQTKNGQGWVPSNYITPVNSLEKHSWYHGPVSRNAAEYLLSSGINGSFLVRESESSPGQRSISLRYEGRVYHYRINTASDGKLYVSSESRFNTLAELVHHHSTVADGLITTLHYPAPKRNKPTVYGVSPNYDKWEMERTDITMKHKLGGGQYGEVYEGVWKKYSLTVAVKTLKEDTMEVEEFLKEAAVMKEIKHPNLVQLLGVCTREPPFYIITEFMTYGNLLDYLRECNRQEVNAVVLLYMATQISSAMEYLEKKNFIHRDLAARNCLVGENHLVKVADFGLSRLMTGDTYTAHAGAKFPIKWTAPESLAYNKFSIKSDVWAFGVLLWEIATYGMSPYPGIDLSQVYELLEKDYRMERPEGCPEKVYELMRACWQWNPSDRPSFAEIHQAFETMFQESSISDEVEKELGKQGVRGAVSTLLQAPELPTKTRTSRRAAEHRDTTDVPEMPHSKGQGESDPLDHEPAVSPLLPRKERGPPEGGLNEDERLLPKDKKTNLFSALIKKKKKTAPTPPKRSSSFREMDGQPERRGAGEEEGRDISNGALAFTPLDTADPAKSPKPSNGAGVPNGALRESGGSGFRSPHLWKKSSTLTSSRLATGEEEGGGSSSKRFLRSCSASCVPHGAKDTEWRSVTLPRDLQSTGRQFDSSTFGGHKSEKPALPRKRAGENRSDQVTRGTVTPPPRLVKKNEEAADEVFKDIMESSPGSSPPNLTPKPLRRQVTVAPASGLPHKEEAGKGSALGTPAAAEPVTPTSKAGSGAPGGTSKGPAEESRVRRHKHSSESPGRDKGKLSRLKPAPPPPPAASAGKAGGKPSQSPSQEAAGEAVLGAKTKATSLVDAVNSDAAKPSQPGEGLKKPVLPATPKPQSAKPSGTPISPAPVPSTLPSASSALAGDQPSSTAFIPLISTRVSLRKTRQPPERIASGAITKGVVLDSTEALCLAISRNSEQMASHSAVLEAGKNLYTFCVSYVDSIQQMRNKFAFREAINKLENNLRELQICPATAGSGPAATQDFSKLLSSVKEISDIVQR
Target sequence (Q13671 whole entry, looked up): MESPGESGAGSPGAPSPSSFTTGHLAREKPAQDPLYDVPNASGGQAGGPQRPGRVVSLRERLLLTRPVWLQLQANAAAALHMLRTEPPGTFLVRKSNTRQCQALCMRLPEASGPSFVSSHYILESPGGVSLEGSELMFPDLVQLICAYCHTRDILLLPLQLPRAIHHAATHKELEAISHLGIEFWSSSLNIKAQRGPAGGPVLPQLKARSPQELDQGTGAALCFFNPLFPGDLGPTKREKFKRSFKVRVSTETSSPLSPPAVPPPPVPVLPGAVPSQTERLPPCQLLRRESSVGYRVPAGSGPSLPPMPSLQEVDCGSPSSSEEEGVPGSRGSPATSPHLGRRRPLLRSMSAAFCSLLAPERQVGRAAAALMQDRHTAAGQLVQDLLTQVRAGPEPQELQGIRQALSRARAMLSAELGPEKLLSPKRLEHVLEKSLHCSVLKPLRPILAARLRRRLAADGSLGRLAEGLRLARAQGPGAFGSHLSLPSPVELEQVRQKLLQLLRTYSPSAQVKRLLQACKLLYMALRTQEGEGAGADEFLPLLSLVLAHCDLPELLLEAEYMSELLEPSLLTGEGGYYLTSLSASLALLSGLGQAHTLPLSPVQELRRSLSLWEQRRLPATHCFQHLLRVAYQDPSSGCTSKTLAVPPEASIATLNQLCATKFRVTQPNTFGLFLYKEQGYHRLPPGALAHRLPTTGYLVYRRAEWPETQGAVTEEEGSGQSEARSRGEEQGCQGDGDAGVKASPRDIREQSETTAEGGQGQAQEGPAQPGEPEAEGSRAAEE
Rpn11 inh – inhibitors of human proteasome Rpn11. calls only at 20 µM. O00487. AID 588493. human 26S proteasome, Ub4-pepOG fluorescence polarization; 20S core pre-blocked with epoxomicin. hit rate 0.59% among 360,000;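 active = inhibition at 20 µM, scaled to each plate's controls, above about 33%, limit read from the data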
Neddyl block – inhibitors of human cullin neddylation | AID 651699 | calls only at 25 µM | TR-FRET cullin neddylation, biochemical | hit rate 0.58% among 360,000 | P61081+Q13564; in the data active = inhibition above about 36%
Scp1 inh – Scp-1 (human) phosphatase inhibition; Recombinant Scp1, phosphopeptide, malachite green phosphate absorbance; inhibition, % at 20 µM; hit rate 0.88% among 340,000; AID 493091;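 active = inhibition above about 50% at 20 µM, limit read from the data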;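 note: plate controls were DMSO wells with enzyme for no effect and wells lacking enzyme for full effect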
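Test system: SCP-1 phosphatase catalytic domain, residues 76-261 | Compound dosing: One concentration, 20 µM, with 1.0% DMSO | Schedule: 45 min room-temperature reaction, 5 min colour, 30 min stabiliser | Detection: Absorbance at 630 nm | Read-out basis: % inhibition of SCP-1 phosphate liberation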
STEP block – blocks human striatal-enriched tyrosine phosphatase; P54829; recombinant STEP, OMFP fluorogenic substrate, fluorescence; inhibition, % at 20 µM; hit rate 0.25% among 360,000; AID 588621;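 active = inhibition at 20 µM, scaled per plate between control wells, above about 37%, limit read from the data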;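 note: 0% = DMSO with enzyme and substrate and 100% = substrate only without enzyme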
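Test system: STEP tyrosine phosphatase / Reagent: OMFP at 25 µM / Doses: 20 µM, 1% DMSO / Read-out: percent inhibition scaled to no-enzyme and uninhibited-enzyme controls, plate-pattern corrected / Detection: FITC-channel fluorescence of OMFP product / Medium: Bis-Tris buffer pH 6.0, 2.5 mM DTT, 0.005% Tween 20 / Schedule: 20 min at room temperature, dark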
SUMO1 PPI mod – alters human SUMO1 binding to SIM partners; P63165; SUMO1 binding to a labelled peptide, TR-FRET, 1 h; inhibition, % at 20 µM; hit rate 0.33% among 360,000; AID 602429; in the data active = inhibition above about 37%
CSN inh – CSN deneddylation inhibition; Q92905; Purified CSN, SCF-Nedd8-OG deneddylation, fluorescence polarization; inhibition, % at 12.5 µM; hit rate 0.38% among 360,000;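 active = pattern-corrected inhibition above about 35%, with an unprinted fluorescence ratio check between 0.5 and 1.5, limit read from the data, passing the limit was not always enough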;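 note: 0% = enzyme with substrate and 100% = substrate without enzyme; some results filed as inactive read as strong as hits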
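Assay system: purified human Csn5 enzyme expressed in HEK293T cells; Input: 0.24 nM Csn5 enzyme, final concentration; Reagent: 10 nM SCFSkp2-Nedd8OG; Compound dosing: 12.5 µM single point; Times: reaction 90 min, room temperature; Technique: fluorescence polarization readout.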
LMPTP inh – LMPTP (human) inhibition | inhibition, % at 20 µM | AID 651560 | P24666 | hit rate 0.22% among 360,000 | recombinant LMPTP-A, OMFP fluorogenic substrate, fluorescence intensity;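 active = compounds that cut the enzyme signal by at least half of the control window in the single-dose screen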;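 note: plate controls were DMSO wells with enzyme plus substrate for no effect and substrate without enzyme for full effect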
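Assay system: LMPTP-A phosphatase enzyme | Input: 0.625 nM enzyme | Also added: Fluorogenic phosphatase substrate OMFP at 400 µM final | Compound dosing: One test concentration per compound, 20 µM, with 3% DMSO overall | Schedule: 50 min enzyme reaction at room temperature, protected from light | Signal: Fluorescence intensity | Benchmarks: no-enzyme and uninhibited controls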
DNMT1 inh – DNMT1 (human) enzyme inhibition | P26358 | DNMT1 molecular beacon, Hinp1I cleavage, fluorescence | inhibition (reported as % activation of signal), % at 10 µM | hit rate 0.83% among 360,000 | AID 588458; in the data active = inhibition above about 50%
* = called active by the depositor; i = inactive; / = no result given.

No.	Structure	Scp1 inh	Neddyl block	LMPTP inh	STEP block	Rpn11 inh	DNMT1 inh	CSN inh	Rin1 Abl inh	NadD inh	SUMO1 PPI mod
1	COc1ccc(CCNS(=O)(=O)c2ccc(S(=O)(=O)N3CCCC3)cc2)cc1OC	-6	i	-0.6	2	i	0	-2	0	-4	2
2	Cc1nc2ccc(C(=O)N3CCN(c4ccccc4)CC3)cn2c1N(C)C(=O)CCc1ccccc1	/	i	-5.3	-3	i	-3	-6	3	4	2
3	Nc1nnc(SCC(=O)Nc2cccc(S(N)(=O)=O)c2)s1	5	i	-0.4	2	i	92*	-8	0	-2	-2
4	O=C1/C(=C/c2ccc3c(c2)OCO3)Oc2cc(OCC(=O)N3CC(O)C[C@H]3C(=O)O)ccc21 (stereo partly drawn)	26	i	0.5	1	i	2	5	-4	5	-22
5	CC(=NNC(=O)c1cccs1)c1ccc2c(c1)OCCO2	-4	i	-0.5	-2	i	2	-5	2	-1	-4
6	Cc1nc2ccccn2c1C(=O)NN=C1CCCC1	-8	i	-1.4	-2	i	-4	-2	2	-7	0
7	CC(C)C[C@H]1CN([C@@H](Cc2ccc(O)cc2)CN2CCC[C@@H]2CN2C(=S)NC[C@@H]2Cc2ccccc2)C(=S)N1CCc1ccccc1	/	i	3.2	2	i	-34	-9	0	32*	4
8	Cc1nn(-c2ccccc2)c2c1cc1c(=O)n(C)c(=O)nc-1n2-c1ccccc1F	-13	/	-0.7	-1	i	1	-4	-4	0	-19
9	COc1ccc(NC(=O)c2c(-c3c(Cl)cccc3Cl)noc2C)cn1	-2	i	0.9	-1	i	1	2	6	-1	-6
10	COc1ccc(S(=O)(=O)N2CCCCC2)cc1NC(=O)c1ccc2ccccc2n1	-18	i	2.1	6	i	-5	3	1	1	9
11	COC(=O)c1sc2nc3c(cc2c1N)C(=O)CC(C)(C)C3	-4	i	0.7	0	i	7	2	-2	3	-13
12	COc1ccc(OC)c(NC(=O)COC(=O)c2ccc(S(=O)(=O)N3CCOCC3)cc2)c1	-15	i	0.5	-4	i	-1	2	-5	-4	1
13	CN(c1ccc(F)cc1)S(=O)(=O)c1ccc(Cl)c(C(=O)NCC(c2ccco2)N2CCCCC2)c1 (stereo not drawn)	-7	i	-1.0	-2	i	0	1	2	-5	3
14	O=C(NCCOc1ccccc1)C1CCC(=O)N(CCN2CCOCC2)C1 (stereo not drawn)	-4	i	-0.4	1	i	0	0	0	1	2
15	Cc1c(C(=O)Nc2ccc(F)cc2)cn2c(nc3ccccc32)c1C#N	-4	i	-2.0	1	i	24	5	2	-1	1
16	N#Cc1c2c(c[nH]c1=O)CCN2Cc1ccccc1	-7	i	-1.7	-1	i	-1	-5	0	4	9
17	COc1ccccc1NC(=O)CC(=O)c1cccc([N+](=O)[O-])c1	-9	i	0.5	-1	i	0	-1	-1	-1	-22
18	CCN1CCN(CC#CCOc2ccccc2OC)CC1	-4	i	-2.1	-1	i	-1	0	0	-3	5
19	Cc1ccc(CN=c2c([N+](=O)[O-])nn(-c3cccc(C)c3)n2O)cc1	-16	i	0.1	-1	i	3	0	-3	-3	-35
20	O=C1CCCN1CCC1CCN(C2CC(=O)N(Cc3ccc(N4CCCC4=O)cc3)C2=O)CC1 (stereo not drawn)	-3	i	-1.8	-5	i	3	-2	3	-4	-1
21	CCOC(=O)Cn1c(=O)oc2cc(S(=O)(=O)Nc3cc(Cl)ccc3OC)ccc21	-13	i	0.8	-1	i	-3	3	4	-5	8
22	O=S(=O)(c1ccccc1)N1CCN(c2ncnc3scc(-c4ccccc4)c23)CC1	4	i	2.0	5	i	-6	6	-1	16	-5
23	COc1ccc(N2CCN(C(C)C(=O)N(C)Cc3ccccc3)CC2)cc1 (stereo not drawn)	1	i	-0.5	0	i	3	-2	-1	-1	1
24	COc1ccccc1Cc1c(C(C)(C)C)nc2c3ccccc3ccn12	/	i	1.0	-1	i	-1	-4	-2	4	1
25	Cc1cc(SC(C)C(=O)NCC(=O)Nc2ccc(F)c(F)c2F)nc2ccccc12 (stereo not drawn)	-11	i	-1.7	0	i	6	-3	-4	-5	-3
26	Brc1ccccc1Cn1cnc2ccccc21	-6	i	-1.3	1	i	3	6	-3	2	6
27	CCOC(=O)C(=Cc1ccccc1OC)C(=O)OCC	-1	i	-0.6	-2	i	0	10	0	-2	-2
28	CCOC(=O)CN1C(=O)SC(Nc2ccc(C)cc2)C1=O (stereo not drawn)	-6	i	0.6	-2	i	-1	-3	-1	0	-1
29	COc1ccc(C2CN=NC23CCc2ccccc2C3=O)cc1 (stereo not drawn)	-4	i	0.9	2	i	1	5	0	-3	6
30	Fc1cccc(Cc2c(C3CCCCC3)nc3ccc(Cl)cn23)c1	/	i	1.9	-2	i	9	-1	-1	-1	5
31	COc1ccccc1C(=O)NC1CCN(C(=O)Nc2ccc(F)cc2)CC1	3	i	0.4	-1	i	1	3	1	0	4
32	CC(C)n1cc(CN2CCC(n3nccc3NC(=O)Cc3ccccc3)CC2)cn1	-5	i	-1.0	-1	i	1	-4	2	-1	3
33	COc1cccc(C(=O)NN2C(=O)C3C4C=CC(O4)C3C2=O)c1 (stereo not drawn)	5	i	-2.5	0	i	2	-4	0	0	9
34	O=C(NCc1ccc2[nH]c3c(c2c1)CCCC3)c1ccc(S(=O)(=O)N2CCCCC2)cc1	-1	i	1.0	2	i	-21	4	3	13	-4
35	COCCNC(=O)CN1C(=O)CC(C)(C)S(=O)(=O)c2ccccc21	-8	i	-1.7	1	i	0	-3	0	-5	-1
36	COc1cccc(N2CN(C3CCCCC3)CNC2=S)c1	-4	i	-1.5	-2	i	-1	6	0	-4	2
37	COc1ccc(CCNC(=O)C(C)SCC(=O)Nc2ccc(F)cc2)cc1 (stereo not drawn)	-7	i	-3.2	-2	i	1	2	-1	0	-4
38	CSc1ccccc1OCc1cc(C(=O)N(C)C2CCCc3ccccc32)no1 (stereo not drawn)	-9	i	4.8	1	i	0	-3	3	1	5
39	Cc1c(C(=O)NCCC#N)sc(=O)n1Cc1ccc(F)cc1	/	i	-0.2	2	i	-2	4	-2	5	0
40	O=C(O)c1ccc2c(c1)C(=O)N(c1nccs1)C2=O	7	i	-1.1	1	i	2	1	-2	4	-6
41	CCOC(=O)c1cn(Cc2ccccc2)c(C(=O)OC(C)(C)C)c1O	-3	i	0.3	2	i	-3	-4	3	-3	2
42	COc1cccc(C(=O)COC(=O)C(C)N2C(=O)C3C4C=CC(C4)C3C2=O)c1 (stereo not drawn)	-4	i	-3.4	-1	i	-4	6	0	2	-1
43	CCN1CCSc2ccc(C(=O)Nc3ccc(NC(C)=O)cc3)cc21	-4	/	-2.5	-1	i	-3	4	1	-2	5
44	COc1ccc(-c2cn3c(C)c(C(=O)Nc4cc(NC(C)=O)ccc4OC)sc3n2)cc1	-11	/	-0.8	-1	i	-25	6	1	-2	3
45	CCCCC(=O)NCCc1cc2c(C)ccc(C)c2[nH]c1=O	-2	i	-2.3	-3	i	-3	-2	-1	-2	3
46	Cn1c(Cn2c(=O)sc3ccccc32)nnc1SCC(=O)N1CCCc2ccccc21	-4	i	-1.5	2	i	-1	2	2	3	3
47	CCn1c(SCC(=O)OC2CCCCC2)nnc1-c1ccncc1	-1	i	-0.5	4	i	1	2	1	-1	1
48	CSc1nnc(SCC(=O)NC(=O)c2ccccc2)s1	-1	i	-0.4	1	i	4	-3	2	0	-1
49	O=S(=O)(c1ccccc1)c1cnc(-c2ccccc2)nc1N1CCCC1	8	i	2.5	2	i	7	-2	1	-4	-1
50	Cc1c(C#N)c(NC(=O)CCl)n(Cc2ccccc2)c1C	-6	i	0.4	9	i	4	0	-2	0	0
51	Cc1cc(C(=O)NC(C)CCC(C)C)c2ccccc2n1 (stereo not drawn)	-7	i	-1.7	-1	i	-1	1	0	-4	3
52	CCc1c(C)sc(NC(=S)N2CCN(C(=O)C3CCCO3)CC2)c1C(=O)OC (stereo not drawn)	-8	i	0.3	4	i	-1	1	2	-7	2
53	COc1cc(O)c(C(CC(=O)N2CCCC(C)C2)c2ccc(N(C)C)cc2)c(OC)c1 (stereo not drawn)	-6	i	-0.3	1	i	-1	7	-1	-4	1
54	Cc1ccc(C(=O)CCC(=O)Nc2ccc(C)cn2)cc1	-12	i	0.3	1	i	3	4	4	-6	-1
55	CCCNC(=O)C1(C)CCCN(Cc2ccc(C(=O)OCC)o2)C1 (stereo not drawn)	/	i	0.6	-2	i	2	-5	3	2	-7
56	COc1ccc(CNCc2cccc(C)c2)cc1	0	i	-0.9	1	i	4	3	-1	-1	2
57	CCC(c1nnnn1CS(=O)(=O)c1ccc(C)cc1)N1CCC(C(N)=O)CC1 (stereo not drawn)	5	i	-2.1	-3	i	2	4	0	-7	2
58	Nc1cc(=O)[nH]c(SCCSc2ccccc2)n1	-1	i	2.3	3	i	1	0	1	-2	8
59	O=C1C(Cl)=C(NCCCN2CCOCC2)C(=O)c2ccccc21	-8	i	-0.7	1	i	-6	3	-9	2	-54
60	COc1cccc2sc(N(CCN(C)C)C(=O)c3ccc4c(c3)CCCC4)nc12	7	i	0.8	-2	i	-4	-3	1	-2	-1
61	CCOc1ccc(NC(=O)CN(C)C(=O)c2c(C)nn(Cc3ccccc3Cl)c2C)cc1OCC	-2	i	0.0	2	i	-2	-1	3	3	-3
62	Cc1cc(Br)cn2c(Cc3cccc(F)c3)c(-c3ccc(F)cc3)nc12	/	i	2.7	/	/	/	2	/	13	-10
63	C=CCOC(=O)C1=C(C)NC(SCC)=C(C#N)C1c1ccc(Cl)cc1 (stereo not drawn)	-10	/	3.5	0	i	-1	1	-2	-9	-3

Exported screen by screen: part of the list above.
[56] COc1ccc(CNCc2cccc(C)c2)cc1
[57] CCC(c1nnnn1CS(=O)(=O)c1ccc(C)cc1)N1CCC(C(N)=O)CC1 (stereo not drawn)
[58] Nc1cc(=O)[nH]c(SCCSc2ccccc2)n1

Screen / compound no.,56,57,58
Scp1 inh,0,5,-1
Neddyl block,i,i,i
LMPTP inh,-0.9,-2.1,2.3
STEP block,1,-3,3
Rpn11 inh,i,i,i
DNMT1 inh,4,2,1
CSN inh,3,4,0
Rin1 Abl inh,-1,0,1
NadD inh,-1,-7,-2
SUMO1 PPI mod,2,2,8

Screening results from PubChem.

Hits appear at their usual frequency; any-hit rate near 3.8%.
